Screens: PubChem BioAssay, National Center for Advancing Translational Sciences (NCATS)
Eya2 inh: qHTS Assay for Inhibitors of the Phosphatase Activity of Eya2; recombinant Eya2, OMFP fluorescence dephosphorylation (OMFP is methylfluorescein phosphate); Potency, µM (highest dose often 76.9 µM), without a hit: at the highest dose activity, negative = inhibition, usual class: inhibitors; Protein phosphatase EYA2 (Homo sapiens), O00167; 330,000 tested, 0.006% active; note: potency is the fitted concentration of half-maximal effect
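Eya2 (0.2 uM) preincubated 10 min at ambient with compound, then OMFP substrate added at 50 uM; 10 min reaction in 50 mM HEPES pH 7.5, 50 mM NaCl, 5 uM MgCl2, 0.05% BSA, 1 mM DTT. Fluorescence read at Ex 485/Em 525 nm.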
FBPA coupling cs: qHTS Assay for Inhibitors of Fructose-1,6-bisphosphate Aldolase from Giardia Lamblia: Coupling assay counterscreen; coupling enzyme system counterscreen, AmpLite Red fluorescence; activity change, negative = inhibition, % at 58.2 µM, hits read low; AID 2472, 2010; 290,000 tested, 0.67% active; in the data active = activity change below about -30%
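Counterscreen lacking aldolase: glyceraldehyde-3-phosphate coupling-enzyme reagent preincubated 10 min at RT with compound (at 57.5 uM final), then substrate/coupling system with AmpLite Red added; fluorescence read at 525/598 nm after 20 min RT.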
PKM2 act: qHTS Assay for Activators of Human Muscle isoform 2 Pyruvate Kinase | Pyruvate kinase PKM (Homo sapiens), P14618 | purified PKM2, Kinase-Glo ATP luminescence, activation; response scale: 0% is enzyme alone, no compound | Potency, µM (doses to about 57.5 µM), for inactives: top-dose activation, most hits filed as activators | 260,000 tested, 0.34% active; note: potency is the fitted concentration of half-maximal effect; nearly all actives have a fitted effect of over 55% in size
Target sequence (P14618 whole entry, looked up, canonical isoform): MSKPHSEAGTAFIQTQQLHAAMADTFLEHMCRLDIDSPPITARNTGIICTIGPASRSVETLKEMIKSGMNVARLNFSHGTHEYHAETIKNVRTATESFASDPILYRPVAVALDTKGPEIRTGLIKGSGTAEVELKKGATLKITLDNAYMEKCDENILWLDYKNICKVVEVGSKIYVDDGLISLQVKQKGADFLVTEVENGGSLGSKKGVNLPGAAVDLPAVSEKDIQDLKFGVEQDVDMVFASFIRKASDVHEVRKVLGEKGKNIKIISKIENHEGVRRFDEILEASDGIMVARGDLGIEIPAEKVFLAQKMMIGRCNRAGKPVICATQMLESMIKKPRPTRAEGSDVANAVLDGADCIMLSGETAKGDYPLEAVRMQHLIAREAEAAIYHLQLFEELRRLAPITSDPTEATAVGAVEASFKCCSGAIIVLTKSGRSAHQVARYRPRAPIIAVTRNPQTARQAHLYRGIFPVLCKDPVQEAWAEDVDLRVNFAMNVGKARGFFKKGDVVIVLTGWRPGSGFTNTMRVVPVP
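hPK-M2, >95% pure; 0.1 mM ADP / 0.5 mM PEP final; imidazole pH7.2 buffer w/ 7 mM MgCl2, 50 mM KCl; 1 h RT; Kinase-Glo lum. Intermediate enzyme activity for dual inhibitor/activator qHTS.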
KCNH2 3.1 block: qHTS for Inhibitors of KCHN2 3.1: Mutant qHTS; Potassium voltage-gated channel subfamily H member 2, brain isoform KCNH2 3.1 (human); U2OS KCNH2 3.1, thallium flux FluxOr; stronger effect = lower value; activity change, % (tested at about 1.8 µM); 340,000 tested, 0.95% active; AID 720553, 2013;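 active = maximum activity change below -70%; inconclusive = maximum activity change from -70% to -50%; inactive = maximum activity change above -50%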;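 note: thallium influx rate constant from kinetic fluorescence after stimulation buffer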
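FluxOr-based Tl+ influx in U2OS cells transduced with KCNH2 3.1 virus; rate constants normalized to DMSO controls.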
hERG WT inh: qHTS for Inhibitors of KCHN2 3.1: Wildtype qHTS; 340,000 tested, 0.37% active; Voltage-gated inwardly rectifying potassium channel KCNH2 (Homo sapiens), Q12809; activity change, % at 1.84 µM; AID 720551, 2013; U2OS, BacMam KCNH2, thallium flux FluxOr; stronger effect = lower value;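 active = maximum activity change below -70%; inconclusive = maximum activity change between -70% and -50%; inactive = maximum activity change above -50%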
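U2OS cells transduced with wild-type KCNH2 virus are loaded with FluxOr dye for 45 min, and thallium flux is measured in kinetic reads before and after stimulation buffer. Rate constants are normalized to DMSO controls.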
uPA generation: qHTS for Inhibitors of Cell Surface uPA Generation; Potency, µM (titrated, usually from 38.3 µM), for the others: at the highest dose activity change, negative = inhibition, hits mostly inhibitors; AID 540303, 2011; 330,000 tested, 0.31% active; cell surface uPA generation assay, qHTS; active = well fitted inhibition curve with a large enough effect; inconclusive = small, poorly fitted or top-dose-only effect; inactive = no such curve, though single readings can be large or run the other way; tested in mouse RAW 264.7 cells; note: potency is the fitted concentration of half-maximal effect; nearly all actives have a fitted effect of over 55% in size
USP2a inh: qHTS Assay for Inhibitors of Ubiquitin-specific Protease USP2a Using CHOP2 as the Reporter | Ubiquitin carboxyl-terminal hydrolase 2 (Homo sapiens), O75604 | USP2 core, Ub-CHOP2 coupled fluorogenic reporter, 485/531 | 330,000 tested, 0.01% active | Potency, µM (doses to about 38.3 µM), for the others: top-dose activity change, negative = inhibition, actives largely listed as inhibitors;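 note: potency is the fitted concentration of half-maximal effect; plate controls were DMSO wells for no effect and full inhibition by NEM control for full effect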
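Deubiquitinase activity read as fluorescence (485/531 nm) after Ub-CHOP2 cleavage activates the enterokinase reporter on its substrate; USP2 core 10nM, Ub-CHOP2 and substrate 25nM each, 30min compound preincubation then 60min RT; data normalized to NEM, curves fitted.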
Giardia kill: Small Molecules that selectively kill Giardia lamblia: qHTS. Giardia lamblia trophozoite viability. 340,000 tested, 0.15% active. activity change, % at 7.66 µM, hits read low; in the data active = activity change below about -80%; inconclusive = between about -30% and that limit;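 note: parasites exposed to compound for two days anaerobically before the ATP read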
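Giardia lamblia trophozoites (100 cells/well) were incubated with compounds for 48 h at 37 deg C under anaerobic conditions. Viability was read as ATP content by one-step luminescence after 15-30 min at room temperature.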
GALK inh: qHTS Assay for Inhibitors of Human Galactokinase (GALK); P51570; Purified GALK, Kinase-Glo residual ATP luminescence; Potency, µM (top dose mostly 57.5 µM), for inactives: at the top dose activity change, negative = inhibition, usual class: inhibitors; 270,000 tested, 0.007% active; AID 1868, 2009; note: potency is the fitted concentration of half-maximal effect
Target sequence (P51570 whole entry, looked up): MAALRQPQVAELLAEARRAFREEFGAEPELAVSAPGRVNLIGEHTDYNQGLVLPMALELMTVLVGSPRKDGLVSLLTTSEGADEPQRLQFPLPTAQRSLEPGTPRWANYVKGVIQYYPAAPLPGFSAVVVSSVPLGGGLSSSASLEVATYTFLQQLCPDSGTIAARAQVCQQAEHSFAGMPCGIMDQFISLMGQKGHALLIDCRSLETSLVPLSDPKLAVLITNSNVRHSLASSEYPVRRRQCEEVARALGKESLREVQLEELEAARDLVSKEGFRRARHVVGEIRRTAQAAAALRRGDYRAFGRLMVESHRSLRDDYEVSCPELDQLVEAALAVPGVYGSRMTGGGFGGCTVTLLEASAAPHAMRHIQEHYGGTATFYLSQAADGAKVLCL
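GALK at 5 nM final was combined with compound, 35 uM ATP and 100 uM galactose in HEPES pH8.0 with MgCl2 and DTT. The reaction ran one hour at room temperature before luminescent ATP detection.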
B2AR arrestin: qHTS assay of beta-arrestin-biased ligands of beta2-adrenergic receptor; Beta-2 adrenergic receptor (Homo sapiens), P07550; beta-arrestin recruitment to beta2AR, cell-based reporter; Potency, µM (series often up to 46.1 µM), inactives show top-dose activation, most hits filed as activators; 330,000 tested, 0.02% active; AID 492947, 2010;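 note: potency is the fitted concentration of half-maximal effect; 0% = DMSO controls and full agonism = EC100 isoproterenol or metaproterenol; nearly all actives have a fitted effect of over 65% in size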
Chronic BCR inh: qHTS Assay to Find Inhibitors of Chronic Active B-Cell Receptor Signaling; Potency, µM (top dose mostly 46.1 µM), for the others: at the highest dose ratio change, negative = lower green/red ratio, actives largely listed as inhibitors; AID 493014, 2011; ABC-DLBCL IkBa-CBG/CBR reporter, luminescence ratio, 4 h; 340,000 tested, 0.05% active; active = well fitted inhibition curve with a large enough effect in the signal ratio, with a control signal flat, not every such curve was filed as active; inconclusive = small, poorly fitted or top-dose-only effect, or effect the other way, or a change in a side signal; the % refers to the signal ratio;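 note: potency is the fitted concentration of half-maximal effect; plate controls were basal doxycycline-induced cells for no effect and cells given 10 µM MG132 for full effect; MG132 reads +100%, hits lower the ratio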
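TMD8 human ABC-DLBCL cells with doxycycline-inducible IκBα–green luciferase fusion and unfused red luciferase, in 0.5% FBS medium; compounds up to 46 uM, 4 h at 37C. Green/red luminescence ratio, filter-overlap corrected, fitted to concentration-response curves.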
The depositor's hits bear a star; ? = inconclusive; . = no result given; & = joins results of further samples; [ ] = dose if it differs, or a comment. Unless noted, calls come from the whole dose curve; as a rule, active = well fitted curve in the direction sought with a large enough effect; inconclusive = small, poorly fitted or top-dose-only effect, or another doubt; inactive = no such curve, though single readings can be large; an effect the other way counts as inactive or inconclusive. Unless noted, % is set by controls: 0 for no effect and ±100 for the full control effect.

Under each structure – Eya2 inh | FBPA coupling cs | PKM2 act | KCNH2 3.1 block | hERG WT inh | uPA generation | USP2a inh | Giardia kill | GALK inh | B2AR arrestin | Chronic BCR inh
> COc1ccc2[nH]c3c(NCCCOC(C)C)ncnc3c2c1
    3% | 1 | . | 16 | 4 | -3% | 7% | -8 | 8% | -1.4% | 7%
> CC1Oc2ccccc2OC1C(=O)Nc1nccs1 (configuration not stated)
    1% | . | 3% | -11 | 2 | -6% | -7% | -13 | -4% | -0.7% | 10%
> CC(=O)OC[C@H]1O[C@@H](Oc2cc(O)cc3oc(-c4ccc(O)cc4)cc(=O)c23)[C@H](O[C@@H]2O[C@@H](C)[C@H](O)[C@@H](O)[C@H]2O)[C@@H](O)[C@@H]1O
    -35% | . | . | 0 | -8 | 1% | 5% | 7 | . | -0.5% | 2%
> O=C(C[C@@H]1C/C=C\CCC(=O)OC[C@@H]2CCCN2C1=O)N[C@H](CO)Cc1ccccc1
    -21% | . | . | -22 | -8 | 0% | 1% | 1 | . | -1.1% | 2%
> Cc1cc(-n2c(C)cc(C(=O)COc3ccccc3[N+](=O)[O-])c2C)no1
    -10% | 0 | -1% | 2 | 2 | -3% | 1% | -8 | 1% | 0.3% | ?
> CC1(c2cccc(Br)c2)NC(=O)N(CC(=O)Nc2cccnc2Cl)C1=O (configuration not stated)
    -1% | 2 | 0% | 16 | 5 | 18% | -2% | -12 | 5% | -0.8% | -5%
> CCCC[C@@H]1CNC(=S)N1CCCC
    16% | 1 | 0% | . | . | -7% | 0% | 1 | 1% | -0.9% | -6%
> CCOc1ccc(S(=O)(=O)Nc2cccc(C(=O)NCC(C)(C)N3CCOCC3)c2)cc1
    -28% | . | . | 8 | 7 | 2% | 1% | -9 | . | 0.2% | 7%
> CCc1ccc(-c2nc(CS(=O)CC(=O)NCCCN3CCOCC3)c(C)o2)cc1 (configuration not stated)
    3% | . | . | 14 | -8 | -10% | 6% | -15 | -4% | -0.7% | ?
> Cc1ccc(-c2nnc(SCC(=O)NC(=O)Nc3ccc(C)cc3C)n2N)cc1
    -2% | 1 | -7% | 11 | -8 | 3% | -2% | 13 | 0% | -0.8% | 0%
> Cc1nn(-c2ccccc2)c(Cl)c1C(=O)N(C)c1nc(-c2ccc(F)cc2)cs1
    -3% | 7 | -2% | . | . | . | 1% | . | 0% | -0.5% | -10%
> Cc1ccc(C(=O)Nc2ncccc2S(=O)(=O)c2ccccc2)cc1
    -8% | 0 | . | 11 | 18 | -1% | -2% | -24 | -2% | -1.3% | 3%
> CC(C)(C)c1cc(NC(=O)Nc2ccc(Br)cc2Cl)no1
    -13% | -4 | 2% | -24 | -5 | -1% | -1% | -3 | -3% | -0.1% | 1%
> Cc1ccccc1NC(=O)Cc1nc(COC(=O)COc2ccccc2C(C)C)cs1
    -18% | . | . | -6 | -9 | -6% | -3% | -10 | . | -0.9% | -6%
> O=C(NC1CC2CCCC(C1)N2C(=S)NCCc1ccccc1)C1CC1 (configuration not stated)
    2% | 2 | 8% | 1 | -14 | -17% | 7% | -5 | -2% | 0.9% | ?
> O=C(NCCNC(=O)c1ccc([N+](=O)[O-])cc1)c1ccncc1
    10% | 0 | 4% | -6 | 0 | 0% | 0% | 12 | 6% | 0.2% | ?
> COc1cccc(-c2n[nH]c(=S)n2Cc2ccco2)c1
    5% | 2 | -1% | 5 | -8 | -23% | 5% | 4 | 1% | -0.2% | -7%
> CCn1c(=O)c(C(=O)Nc2ccccc2)c(O)c2ccccc21
    14% | -7 | 0% | -2 | -14 | -2% | -1% | 9 | 0% | -0.2% | ?
> CC1=CC(=C(C#N)C#N)C=C(C)N1Cc1ccccc1
    -3% | 2 | 0% | -1 | 6 | -1% | 2% | 0 | 1% | -1.0% | -5%
> O=C(O)CC/C(=N\NC(=O)c1ccc(F)cc1)c1ccc(Br)cc1
    15% | 0 | -6% | 6 | 2 | 0% | 1% | -2 | 7% | -0.1% | ?

Reprinted from the part before: 2 compounds, followed by the next part.
Under each structure – Eya2 inh | FBPA coupling cs | PKM2 act | KCNH2 3.1 block | hERG WT inh | uPA generation | USP2a inh | Giardia kill | GALK inh | B2AR arrestin | Chronic BCR inh
> CC1=CC(=C(C#N)C#N)C=C(C)N1Cc1ccccc1
    -3% | 2 | 0% | -1 | 6 | -1% | 2% | 0 | 1% | -1.0% | -5%
> O=C(O)CC/C(=N\NC(=O)c1ccc(F)cc1)c1ccc(Br)cc1
    15% | 0 | -6% | 6 | 2 | 0% | 1% | -2 | 7% | -0.1% | ?
> NC(=O)C1CCN(C(=O)c2cc(S(=O)(=O)N3CCOCC3)c(Cl)cc2Cl)CC1
    10% | 4 | -1% | 13 | 3 | -2% | -1% | 2 | 0% | -0.1% | 2%
> COc1ccc(S(=O)(=O)N2CCOC23CCN(S(=O)(=O)c2ccccc2)CC3)cc1
    18% | . | . | -4 | 0 | -8% | 1% | 14 | . | 0.2% | ?
> CCn1c(SCC(=O)Nc2ccc(N3CCOCC3)c(Cl)c2)nnc1-c1ccc(N)cc1
    4% | -3 | 2% | -1 | -2 | 0% | 3% | 1 | 1% | -1.0% | 1%
> COc1ccc(OC)c(N/C=C/C(=O)c2ccc(OC)c(OC)c2)c1
    -3% | 4 | -2% | 33 | 2 | -5% | 1% | -18 | -3% | -0.8% | ?
> Cc1ccc(CC2CC(=O)N(CC(=O)O)C2=O)cc1 (configuration not stated)
    4% | 0 | 3% | 0 | 5 | -1% | 0% | 8 | -1% | 0.0% | 2%
> CCCC(=O)c1ccc(N2CCOCC2)c(F)c1
    -4% | 1 | 2% | -5 | 2 | 3% | 1% | -24 | 1% | 0.0% | ?
> CC(O)(CS(=O)(=O)Cc1ccc(Cl)cc1)C(=O)Nc1cccc(C(F)(F)F)c1 (configuration not stated)
    3% | 0 | 0% | 19 | 3 | . | 0% | -1 | -4% | 0.3% | ?
> Nc1c(S(=O)(=O)c2ccccc2)nnn1-c1ccccc1
    7% | -1 | 9% | -9 | -7 | -4% | -1% | 5 | -1% | -0.7% | -4%
> Cn1c(SCC(=O)N2CCOCC2)nc2c(c1=O)SCC2
    6% | . | -3% | -13 | -3 | 2% | 2% | 4 | -3% | -0.9% | 2%
> Cc1cc(N2CCOCC2)nc(SCc2c(Cl)cccc2Cl)n1
    -9% | -2 | -1% | -7 | 0 | -1% | -1% | -7 | 1% | 0.0% | ?
> Nn1c(SCC(=O)NCc2ccc3c(c2)OCO3)nnc1C1CC1
    25% | 2 | -1% | 1 | -1 | -2% | 1% | -14 | 0% | -0.5% | -15%
> Cc1ccc(S(=O)(=O)N2CCC(=O)N(C(COC(=O)Nc3ccccc3)Cc3ccccc3)CC2)cc1 (configuration not stated)
    6% | -2&2 | -3% | 0 | 1 | -6% | 2% | 14 | . | -2.1% | 0%
> CCOC(=O)c1c(C)[nH]c(C)c1C=O
    11% | 2 | 0% | 5 | -2 | -4% | 4% | 1 | 5% | -0.2% | -7%
> CCOC(=O)c1cccc(NC(=O)CCc2ccccc2)c1
    8% | 0 | 0% | 0 | 0 | 0% | -1% | 14 | 0% | -0.2% | -4%
> c1ccc2c(OCCCCN3CCCC3)cccc2c1
    -6% | 0 | 3%[11.5 µM] | 7 | 9 | 11% | 3% | 14 | -2% | -0.3% | -10%
> Clc1ccc(CSc2nncn2-c2ccc3c(c2)OCCO3)cc1
    -6% | 2 | 4% | 3 | 2 | -8% | 1% | -9 | 1% | -0.3% | -22%
> CCN(Cc1ccccc1)C(=O)CSc1ncn[nH]1
    5% | 1 | 3% | 5 | -4 | -2% | 2% | 18 | 0% | -0.6% | -9%
> CCOc1ncccc1C(=O)OCC(=O)N(CC(C)C)c1c(N)n(Cc2ccccc2)c(=O)[nH]c1=O
    21% | . | . | -16 | -8 | 3% | 2% | 34[activator] | . | -0.8% | -1%
> COC(=O)c1nn(-c2ccccc2)c(Sc2ccc(C)cc2)c1/C=N/O
    -16% | -1 | -4% | 0 | 2 | 5% | 1% | 13 | -1% | -1.1% | ?
> CS(=O)(=O)N(CC(=O)N1CCCC1)c1cc(C(F)(F)F)ccc1Cl
    ? | 1 | -3% | -1 | 2 | 6% | 0% | 4 | 5% | -0.3% | 1%
